Screens from PubChem BioAssay.
NPR1 activator = GC-A (human) enzyme activation; P16066; AID 1671463; 370,000 tested, 0.14% active; HEK293 GC-A cells, cGMP TR-FRET, EC30 ANP; 0% at EC30 ANP, 100% saturating ANP; activation, % at 10 µM; in the data active = activation above about 40%
SMARCA2 act = SMARCA2 function activation, primary screen; MG213 cells, MMTV-luciferase reporter, dexamethasone, overnight; activation, % at 9.1 µM; 370,000 tested, 1% active; in the data active = activation above about 7.8%;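 note: 0% = vehicle wells and 100% = reference activator wells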
DAX1 inh-1 = blocks DAX1 repression of SF-1 activated StAR promoter; HEK293T StAR-luciferase reporter, SF-1/DAX-1 repression relief; 370,000 tested, 1.1% active; inhibition, % at 6.8 µM; AID 652010;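 active = inhibition above the mean over all tested compounds plus 3 SD, cut at about 3.6% in these data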;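 note: 0% = DAX-1 cells with DMSO and 100% = cells lacking DAX-1 with DMSO; higher inhibition means more luminescence from relief of DAX-1 repression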
PG9 binder = PG9 antibody binding by small molecule. TR-FRET gp120-PG9 antibody binding. inhibition, % at 6.7 µM. 360,000 tested, 0.43% active. AID 624416; in the data active = inhibition above about 8.5%
DAX1 inh-2 = inhibits human nuclear receptor DAX1 | AID 504766 | P51843 | HEK293 Gal4-DAX1 luciferase reporter, luminescence | inhibition, % at 6.75 µM | 340,000 tested, 0.99% active;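 active = inhibition above the mean over all tested compounds plus 3 SD, cut at about 4.2% in these data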;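 note: 0% = DAX1-transfected cells with DMSO and 100% = empty-vector control cells with DMSO; inhibition shows as a rise in luminescence from relieved DAX1 repression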
Target sequence (P51843 207-470 limits assumed): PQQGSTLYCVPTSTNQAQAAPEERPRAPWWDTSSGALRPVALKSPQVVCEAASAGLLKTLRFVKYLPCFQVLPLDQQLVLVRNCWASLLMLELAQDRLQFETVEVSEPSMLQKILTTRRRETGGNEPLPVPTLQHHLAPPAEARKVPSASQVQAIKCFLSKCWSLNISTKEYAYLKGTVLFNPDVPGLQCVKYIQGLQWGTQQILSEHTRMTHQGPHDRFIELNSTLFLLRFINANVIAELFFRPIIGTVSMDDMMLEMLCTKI
ADAM10 inh = inhibitors of human ADAM10 | recombinant ADAM10, EDANS/DABCYL FRET peptide cleavage, 3 h | inhibition, % at 7 µM | 370,000 tested, 0.62% active;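 active = inhibition above a per-campaign cutoff equal to the mean of compounds falling between control-based bounds plus 3 SD, cut at about 20% in these data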;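 note: 0% = DMSO wells while the 100% control is not disclosed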
GAA850 FXN act = frataxin GAA850 promoter activation | activation, % at 6 µM | HEK293 lucGAA850 FXN promoter luciferase reporter, 24 h; percent of 10 µM SAHA response | 360,000 tested, 0.56% active;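 active = activation above the average of all compounds screened plus 3 SD, cutoff fixed separately per campaign, cut at about 7.5% in these data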;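 note: 0% = DMSO wells and 100% = 10 µM SAHA wells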
ssDAF12 agonist = activators of S. stercoralis DAF-12 nuclear receptor; activation, % at 6.8 µM; HEK293 ssDAF-12/GRIP1 lit1-tk-luc reporter, luminescence; % of 3 µM dafachronic acid response; AID 652126; 370,000 tested, 1% active;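 active = activation above the mean over all tested compounds plus 3 SD, cut at about 0.9% in these data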;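 note: 0% = DMSO-only wells and 100% = 3 µM delta7-dafachronic acid wells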
hgDAF12 agonist = activates the H. glycines DAF-12 receptor ligand-binding domain. HEK293 GAL4-hgDAF12 UAS-luciferase reporter, agonist luminescence; normalized to butyrate control. activation, % at 6.8 µM. 370,000 tested, 1.8% active. AID 687014;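 active = activation above a cutoff set at the mean of all screened compounds plus 3 SD, cut at about 10% in these data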;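 note: 0% = DMSO wells and 100% = sodium butyrate wells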
ADAM17 inh = ADAM17 inhibition, QFRET primary screen; P78536; recombinant ADAM17, EDANS/DABCYL FRET peptide cleavage; inhibition, % at 6.95 µM; 370,000 tested, 0.83% active;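 active = inhibition above the mean of compounds lying between control limits plus 3 SD, set per campaign, cut at about 8.5% in these data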;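 note: 0% = DMSO-only wells as the low control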
Target sequence (P78536 215-824 limits assumed): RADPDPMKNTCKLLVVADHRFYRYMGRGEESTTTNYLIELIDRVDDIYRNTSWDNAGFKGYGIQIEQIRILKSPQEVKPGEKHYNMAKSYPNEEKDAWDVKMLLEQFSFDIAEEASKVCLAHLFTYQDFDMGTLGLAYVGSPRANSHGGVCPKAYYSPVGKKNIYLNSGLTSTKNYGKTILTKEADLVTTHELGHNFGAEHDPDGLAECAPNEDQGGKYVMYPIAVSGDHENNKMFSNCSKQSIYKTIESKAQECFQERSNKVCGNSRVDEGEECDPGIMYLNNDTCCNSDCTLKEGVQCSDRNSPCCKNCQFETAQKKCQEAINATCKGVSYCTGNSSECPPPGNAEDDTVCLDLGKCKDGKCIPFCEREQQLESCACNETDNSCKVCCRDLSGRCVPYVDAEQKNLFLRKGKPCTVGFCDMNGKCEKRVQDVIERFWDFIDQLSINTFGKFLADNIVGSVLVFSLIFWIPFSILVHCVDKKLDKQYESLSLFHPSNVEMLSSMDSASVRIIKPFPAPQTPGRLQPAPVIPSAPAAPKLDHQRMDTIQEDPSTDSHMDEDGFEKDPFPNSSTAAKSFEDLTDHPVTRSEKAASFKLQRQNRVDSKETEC
hcDAF-12 act = activates DAF-12 receptor from parasite H. contortus. HEK293 hcDAF-12 lit1-tk-luc reporter, luminescence; 0% DMSO, 100% Δ7-dafachronic acid. activation, % at 6.8 µM. 370,000 tested, 1.4% active;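 active = activation above the mean of all tested compounds plus 3 SD, cut at about 5.5% in these data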;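 note: 100% = response to 3 µM Δ7-dafachronic acid high control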
Active calls of the source: *; x = not tested or not shown.

SMILES	NPR1 activator	SMARCA2 act	DAX1 inh-1	PG9 binder	DAX1 inh-2	ADAM10 inh	GAA850 FXN act	ssDAF12 agonist	hgDAF12 agonist	ADAM17 inh	hcDAF-12 act
Cc1cccc(NC(=O)CC2SC(=O)N(c3ccccc3)C2=O)c1 (configuration not stated)	0	4	-0.2	-0.5	-0.7	11	4.5	-1.3	3.4	4	4.2
CCOc1ccc2ccccc2c1/C=N\NC(=O)OC	-8	-3	-0.5	-2.7	0.3	2	-2.3	-1.1	-0.3	4	-1.5
O=S(=O)(Nc1ccc2c(c1)nc1n2CCOC1)c1ccccc1	1	-4	-0.7	0.5	-0.9	2	-1.7	-1.3	-3.3	3	-1.6
COc1ccc(Cl)cc1Nc1nc(NCCO)nc(N2CCCCC2)n1	-7	-1	-0.1	-1.0	1.3	15	3.6	-0.9	-2.1	4	-1.0
O=C(O)c1ccc2ncsc2c1	-1	1	0.4	-0.8	-0.1	3	0.0	-1.2	2.6	1	1.1
COc1cc(NC(=O)c2ccccc2)c(C)cc1NC(=O)CSc1nnc(-c2cnccn2)n1-c1ccc(C)cc1	4	-4	-1.9	x	x	2	x	-1.2	-3.2	0	-1.3
Cc1cccc(/C(N)=N/OC(=O)c2ccc(Cl)cc2Cl)c1	3	1	1.3	0.0	0.9	4	-1.9	-1.0	4.3	0	1.6
COc1cccc2oc(-c3ccco3)cc(=O)c12	3	4	2.0	-0.9	1.7	-162	3.0	-0.8	6.2	-46	2.4
O=C(O)CNC(=O)c1nc(-c2ccccc2)n(-c2ccccc2)n1	1	5	0.3	-0.1	3.5	-1	3.3	-0.2	-0.4	-4	0.3
COc1cccc(NC2=C(NCCO)C(=O)c3ccccc3C2=O)c1	-8	-1	-0.6	-32	-0.3	-8	2.0	-1.1	-1.8	-7	0.1
N#CC1C(=O)NC(=O)C(C#N)C12CCCCC2 (configuration not stated)	1	-1	0.8	-0.6	x	0	x	-0.4	-0.4	0	0.4
CCn1c(/C=C/c2ccccc2C)nc2ccccc2c1=O	7	-1	0.1	0.2	-2.5	0	5.6	-1.1	4.8	-5	-1.8
CCCc1cc(=O)oc2cc(OCC(=O)Nc3ccccn3)ccc12	2	4	4.0*	1.2	0.8	-55	4.0	0.0	8.7	-18	1.1
C/C(=C\c1ccccc1)CN1CCC(C(=O)N2CCCCC2)CC1	1	-2	-0.3	-2.4	0.4	9	1.0	-1.2	-2.4	-4	-1.6
Cc1ccc(S(=O)(=O)Nc2nc(-c3ccc(F)cc3)cs2)cc1	0	-2	0.1	-0.3	-0.3	4	3.1	-1.0	0.6	0	1.8
Cc1ccc(OCC(=O)N2CC(C)CC(C)C2)c([N+](=O)[O-])n1 (configuration not stated)	3	-2	-1.4	-1.4	-1.1	-8	-0.8	-0.6	-0.5	-4	-2.1
CC(C)CC1NC(=O)N(CC(=O)Nc2ccc(OC(F)F)cc2)C1=O (configuration not stated)	3	-2	-0.6	2.9	-0.7	-15	0.7	-0.9	-2.7	-6	-0.2
CC1(C)c2ccccc2-c2nc3ccccc3cc2C1N1CCOCC1 (configuration not stated)	-11	-3	-1.2	-0.7	0.5	-12	1.4	-0.8	-2.1	-3	-0.1
Cc1cc(C)c2c(N)c(C(=O)c3ccc(Cl)c(Cl)c3)sc2n1	-1	-1	-0.5	1.7	2.5	-10	0.7	-0.7	-2.1	-1	-2.7
Cc1nc(N)c(Cc2ccc(Cl)cc2Cl)c(N)n1	-3	-3	-1.0	-1.0	x	-5	0.2	-2.0	-5.5	-1	-2.1
CCN(C[C@H]1N[C@@](C)(C(=O)OC)[C@H]2C(=O)N(Cc3ccccc3)C(=O)[C@@H]12)C(=O)c1ccc(C)cc1	0	-2	-1.1	-0.4	-0.7	-11	0.1	-0.9	5.1	-5	-0.2
N#CC[C@H](Cc1ccccc1)N1CC[C@@H](O)CCC1=O	2	-2	-0.3	0.3	-0.1	-6	-0.4	-0.9	-0.6	-3	-1.9
O=C(COc1ncnc2ccccc12)NC1CCCCC1	1	3	2.2	0.7	-0.7	-7	1.1	-1.2	0.9	0	-2.0
CC(=O)Nc1ncc(Cc2cccc(Cl)c2Cl)s1	6	1	-0.5	-0.8	1.9	2	3.0	-0.7	-0.4	1	-1.9
O=C(O)C1CCCN1S(=O)(=O)c1cccc(S(=O)(=O)N2CCCC2C(=O)O)c1 (configuration not stated)	2	0	-0.3	-1.2	1.7	2	1.1	-1.0	0.2	-2	0.0
CN(CC(=O)Nc1ccccc1C(F)(F)F)C(=O)COc1ncnc2ccccc12	-1	-2	1.2	-0.5	0.6	-13	1.1	-1.6	-0.8	-6	-0.2
COC(=O)[C@H](CC(C)C)NS(=O)(=O)N(Cc1ccccc1)[C@@H](CC(C)C)C(=O)OC	-6	-1	-0.8	-1.1	0.7	12	-1.1	-1.4	-0.2	-4	-1.7
CCOc1ccc(-c2cnc3n2CCCCC3)cc1	2	-1	-0.1	-1.0	0.8	-4	0.9	-1.8	0.3	-3	-1.2
CC(=O)c1cc(F)ccc1OCC(=O)N1CCCc2ccccc21	-1	5	-0.1	0.0	2.3	0	2.9	-0.6	0.8	-1	-0.2
NS(=O)(=O)c1ccc(NC(=O)COC(=O)c2c3c(nc4ccccc24)/C(=C\c2ccc4c(c2)OCO4)CCC3)cc1	0	-1	-1.1	-1.2	0.1	-57	-5.9	-1.7	-0.9	-13	-2.5
COCCCN1C(=O)C(=O)/C(=C(/O)c2ccc(S(=O)(=O)N3CCCCC3)cc2)C1c1cccc(OC)c1 (configuration not stated)	1	0	0.2	0.1	0.4	4	0.9	-0.7	-0.2	-1	-0.1
Cc1cc(C)cc(OCC(=O)OCC(=O)Nc2cc(S(=O)(=O)N3CCOCC3)ccc2Cl)c1	-3	-4	1.3	-3.5	-0.4	8	0.1	-1.2	4.6	1	-1.5
Cc1ccc(C(=O)COC(=O)CCN2C(=O)C3C4C=CC(C5CC45)C3C2=O)cc1 (configuration not stated)	1	1	-0.2	2.0	0.4	-3	0.8	-0.8	0.1	-1	-0.8
Cc1ccc(C(=O)NCCc2ccc(S(=O)(=O)N3CCCC3)cc2)cc1	-2	-5	0.1	-0.3	-0.4	-1	0.5	-1.6	5.8	-2	0.0
C=CCOn1c(=O)c(-c2cccs2)[n+]([O-])c2ccccc21	3	3	-0.2	-2.1	1.4	-114	2.5	-0.7	6.8	-38	1.9
O=C(O)c1ccc(-c2nc(-c3ccc(Cl)cc3)cs2)cc1	15	4	3.5	-1.4	4.0	-15	6.0	-0.1	13*	-6	5.8*
O=C(CN(CC1CCCO1)C(=O)CNS(=O)(=O)c1ccc(F)cc1)NCc1ccc(F)cc1 (configuration not stated)	3	-2	0.0	0.2	-0.5	-10	-1.3	-1.1	2.5	-5	-1.2
O=C(Nc1ccc(S(=O)(=O)N2CCCCCC2)cc1)c1[nH]ncc1[N+](=O)[O-]	0	1	7.0*	-4.1	1.2	-4	4.1	-0.2	4.6	2	-0.3
CCn1c(C2CCN(S(=O)(=O)c3ccc(OC)cc3)CC2)n[nH]c1=S	1	-8	-0.9	-2.1	-0.2	-6	1.6	0.0	0.0	-1	-0.5
C=CCN=C1SCC(=O)N1S(=O)(=O)c1ccc(C)cc1	1	-7	0.6	-0.6	1.4	-1	-0.3	-0.5	-2.7	-7	-1.2
COc1ccc(-c2ccnc(-c3ccc(OCCCF)cc3)n2)cc1	2	0	-0.1	-2.1	2.1	-1	1.0	-1.4	1.4	1	-2.8
O=C(c1ccncc1)N1CCc2ccccc2C1	-1	1	-0.1	1.2	0.2	-17	2.6	-0.1	1.8	-8	1.3
CCCCNC(=O)Oc1cccc(N2CCCC2=O)c1	3	-2	-0.8	0.9	-0.2	-6	-1.2	-1.1	1.9	-2	-1.2
O=C(c1ccc(F)c(S(=O)(=O)N2CCOCC2)c1)N1CCc2ccccc21	-1	-5	-2.4	1.0	0.1	-9	0.6	-0.6	-3.0	3	3.6
CS(=O)(=O)c1ccc(Cl)c(NC(=O)CCCc2nc3ccccc3c(=O)[nH]2)c1	-1	-2	0.1	1.8	1.5	-7	0.8	-0.6	-0.7	1	0.5
C=C(C)CNC(=S)Nc1cccc2cnccc12	-1	-2	-0.9	-1.1	-0.7	-4	5.0	-1.1	2.3	-1	-3.2
Cc1cccc(C)c1OCCn1nnc2ccccc21	-1	0	0.3	-0.8	-0.4	-9	0.2	-1.4	-0.9	-3	-2.4
O=C(NNC(=O)c1cccs1)c1ccc(Br)cc1	0	-1	0.4	-0.4	-0.3	-8	3.4	-0.9	2.6	0	1.6
CC(=O)NCCn1c(SCc2ccc(C)cc2)nc2ccccc2c1=O	4	-4	-0.8	-0.9	-0.6	-7	-1.2	-1.2	-2.4	-4	-2.2
Nn1c(Cc2ccccc2F)n[nH]c1=S	-3	-1	-0.7	0.5	-0.5	-6	-0.1	-1.2	-2.2	-2	-1.4

Reformatted with two lines to a compound: 3 of the compounds above.
Order of results: NPR1 activator | SMARCA2 act | DAX1 inh-1 | PG9 binder | DAX1 inh-2 | ADAM10 inh | GAA850 FXN act | ssDAF12 agonist | hgDAF12 agonist | ADAM17 inh | hcDAF-12 act
CCCCNC(=O)Oc1cccc(N2CCCC2=O)c1
  3 | -2 | -0.8 | 0.9 | -0.2 | -6 | -1.2 | -1.1 | 1.9 | -2 | -1.2
O=C(c1ccc(F)c(S(=O)(=O)N2CCOCC2)c1)N1CCc2ccccc21
  -1 | -5 | -2.4 | 1.0 | 0.1 | -9 | 0.6 | -0.6 | -3.0 | 3 | 3.6
CS(=O)(=O)c1ccc(Cl)c(NC(=O)CCCc2nc3ccccc3c(=O)[nH]2)c1
  -1 | -2 | 0.1 | 1.8 | 1.5 | -7 | 0.8 | -0.6 | -0.7 | 1 | 0.5

Remaining list, next part
SMILES	NPR1 activator	SMARCA2 act	DAX1 inh-1	PG9 binder	DAX1 inh-2	ADAM10 inh	GAA850 FXN act	ssDAF12 agonist	hgDAF12 agonist	ADAM17 inh	hcDAF-12 act
Cc1ccc(-c2nn(-c3ccccc3)cc2C(=O)N2CCOCC2)cc1	-1	1	-0.8	-2.0	0.1	-3	1.8	-0.5	1.2	-1	-1.5
O=C(CSc1nnc(Cc2cc(=O)[nH]c(=O)[nH]2)n1-c1ccc(Cl)cc1)NC1CCCC1	4	1	0.7	0.0	0.9	-1	0.2	-0.1	0.5	-3	-1.4
CCn1cc(C(=O)O)c(=O)c2cnc(N3CCN(C(=S)NC(=O)c4ccc(Cl)cc4Cl)CC3)nc21	1	-4	0.8	-2.4	2.0	-5	0.1	-1.3	-1.9	2	-0.4
CCCCSc1nc(C)cc(NC(=S)Nc2ccc(OC)cc2)n1	-1	-3	-0.8	-2.0	-0.1	1	3.0	-0.8	1.7	-2	-2.2
COc1ccc(C2C(C(=O)c3ccc(C)o3)=C(O)C(=O)N2c2cc(C)on2)cc1OC (configuration not stated)	8	1	0.3	2.8	0.8	-3	1.7	-1.1	2.0	-2	-2.0
